High-throughput results: PubChem, National Center for Advancing Translational Sciences (NCATS)
ERG Ets-DNA blk: blocks human ERG Ets domain binding to DNA; P11308; fluorescence polarization, His-ERG Ets domain / labelled DNA; Potency, µM (doses to about 76.9 µM), without a hit: at the top dose FP activity, negative = inhibition, actives largely listed as inhibitors; 370,000 tested, 0.028% active; AID 624246; active means well fitted inhibition curve with a large enough effect in the polarisation, with a control signal flat; inconclusive means small, poorly fitted or top-dose-only effect, or effect the other way, or a change in a side signal; inactive means no such curve, though single readings can be large or run the other way; the % refers to the polarisation;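 further: polarization taken with two DNA probes labelled with fluorescein and Texas red; potency means the concentration at half of the fitted maximal effect; % of control where 0% means no effect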
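His-tagged ERG Ets domain (1 uM in the protein solution; 300mM KCl, 50mM Tris-HCl, 1mM EDTA, 1mM DTT, pH 7.5) received compound, then a probe mix of 5 nM fluorescein-DNA and 100nM Texas-615-DNA. Fluorescence polarization was read for both dyes.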
Anesthetic bind: candidate novel general anesthetic via apoferritin binding. P02791. Potency, µM (titrated, usually from 77.5 µM), without a hit: at the highest dose activity change, negative = displacement, hits mostly inhibitors. 350,000 tested, 0.074% active. apoferritin/1-aminoanthracene competitive binding, fluorescence. AID 485281; further: potency means the concentration at half of the fitted maximal effect; on the % scale 0 is the no-effect control and ±100 the full control effect; nearly all actives have a fitted effect of over 20% in size
Target sequence (P02791 2-175 limits assumed): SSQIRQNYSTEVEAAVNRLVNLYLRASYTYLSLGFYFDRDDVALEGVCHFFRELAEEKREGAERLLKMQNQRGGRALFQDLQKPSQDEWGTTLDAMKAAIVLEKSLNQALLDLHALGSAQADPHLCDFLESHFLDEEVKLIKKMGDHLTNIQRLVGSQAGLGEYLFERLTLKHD
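Concentration-response curves derived by four-parameter Hill fitting of normalized fluorescence, where compounds displaced 1-AMA from 10 uM horse apoferritin following a brief 10 min room-temperature incubation; propofol titration acted as positive control.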
12-LOX inh: inhibitors of human 12S-lipoxygenase ALOX12; purified 12hLO, xylenol orange hydroperoxide absorbance; P18054; 580,000 tested, 1.1% active; Potency, µM (doses to about 108 µM), for inactives: top-dose activity change, negative = inhibition, usual class: inhibitors; AID 1671190; further: potency means the concentration at half of the fitted maximal effect; on the % scale 0 is the no-effect control and ±100 the full control effect
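Purified human 12hLO (150 nM final) in 25 mM Hepes, 0.01% Triton X-100, pH 7.0 was preincubated 15 min at room temperature with compound. Then 40 uM arachidonic acid was added, 30 min. Hydroperoxide was read by Fe-XO absorbance ratio 573/405 nm.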
APEX1 inh: blocks human APE1 abasic DNA cleavage; Potency, µM (highest dose often 65.8 µM), for the others: at the top dose activity change, negative = inhibition, actives largely listed as inhibitors; P27695; 350,000 tested, 0.35% active; recombinant APE1, TAMRA/BHQ-2 abasic DNA cleavage fluorescence;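 further: potency means the concentration at half of the fitted maximal effect; plate controls were vehicle for no effect and reference inhibitor for full effect; nearly all actives have a fitted effect of over 55% in size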
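0.75 nM APE1 + cpd, 15 min RT; start w/ 50 nM TAMRA/BHQ-2 THF-abasic dsDNA; kinetic fluor 525/598 nm ×3 reads @60 s; Δ(read3−read1); normalized to DMSO and NSC13755 control wells.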
Pol beta inh: blocks human DNA polymerase beta activity | Pol beta primer extension/strand displacement, fluorescence kinetic | Potency, µM (titrated, usually from 114 µM), inactives show at the top dose activity change, negative = inhibition, hits mostly inhibitors | 340,000 tested, 1.3% active; further: potency means the concentration at half of the fitted maximal effect; on the % scale 0 is the no-effect control and ±100 the full control effect
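Enzyme-only controls used 10 nM Pol beta; buffer lacking enzyme served as negative control. Compound preincubated 15 min, then 50 nM substrate added; 0 and 10 min reads at room temperature.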
Pol kappa inh: DNA polymerase kappa (human) inhibition | purified Pol kappa, fluorescent DNA synthesis assay, 10 min | 400,000 tested, 0.53% active | AID 588579 | Q9UBT6 | Potency, µM (top dose mostly 107 µM), for the others: top-dose activity, negative = inhibition, actives largely listed as inhibitors; further: potency means the concentration at half of the fitted maximal effect; on the % scale 0 is the no-effect control and ±100 the full control effect
Target sequence (Q9UBT6 whole entry, looked up): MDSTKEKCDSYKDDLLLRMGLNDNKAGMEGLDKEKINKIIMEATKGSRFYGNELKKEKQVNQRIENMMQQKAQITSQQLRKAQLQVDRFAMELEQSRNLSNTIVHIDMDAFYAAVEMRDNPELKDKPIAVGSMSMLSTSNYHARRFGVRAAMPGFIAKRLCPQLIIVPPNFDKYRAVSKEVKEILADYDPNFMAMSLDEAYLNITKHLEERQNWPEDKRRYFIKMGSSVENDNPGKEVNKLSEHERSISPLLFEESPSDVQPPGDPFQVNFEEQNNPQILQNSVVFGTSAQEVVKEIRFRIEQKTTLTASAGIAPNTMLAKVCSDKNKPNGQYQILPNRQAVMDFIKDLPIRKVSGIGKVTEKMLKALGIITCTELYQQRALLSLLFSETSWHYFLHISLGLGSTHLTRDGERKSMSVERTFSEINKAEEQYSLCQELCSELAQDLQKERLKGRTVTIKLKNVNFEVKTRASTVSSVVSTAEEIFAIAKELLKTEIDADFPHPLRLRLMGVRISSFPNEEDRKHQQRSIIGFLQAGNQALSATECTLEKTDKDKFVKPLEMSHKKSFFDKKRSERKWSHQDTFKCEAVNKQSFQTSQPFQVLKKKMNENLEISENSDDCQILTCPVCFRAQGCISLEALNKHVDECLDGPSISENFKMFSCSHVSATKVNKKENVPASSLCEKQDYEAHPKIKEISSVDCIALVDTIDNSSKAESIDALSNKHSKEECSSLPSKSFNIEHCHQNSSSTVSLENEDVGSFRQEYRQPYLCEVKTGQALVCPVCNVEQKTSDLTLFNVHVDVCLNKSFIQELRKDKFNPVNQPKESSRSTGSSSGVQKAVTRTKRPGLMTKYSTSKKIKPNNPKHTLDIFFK
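Kinetic fluorescence screen: compound preincubated 15 min RT with 10 nM enzyme; 50 nM substrate (final) initiates; reads at 0/10 min.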
POLH inh: blocks human DNA polymerase eta activity. AID 588591. Potency, µM (doses to about 114 µM), for inactives: at the highest dose activity change, negative = inhibition, hits mostly inhibitors. 390,000 tested, 1.2% active. recombinant Pol eta, fluorescent DNA replication assay. Q9Y253; further: potency means the concentration at half of the fitted maximal effect; on the % scale 0 is the no-effect control and ±100 the full control effect
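Pol eta at 10 nM preincubated with compounds 15 min at room temperature; reaction started with fluorescent substrate (50 nM final) and read kinetically at 0 and 10 min.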
RGS4 inhibitor: blocks human RGS4-accelerated GTP hydrolysis. Transcreener GDP fluorescence polarization, RGS4-accelerated GTP hydrolysis. Potency, µM (titrated, usually from 114 µM), without a hit: at the top dose activity change, negative = inhibition, most hits filed as inhibitors. P49798. 390,000 tested, 0.039% active; further: potency means the concentration at half of the fitted maximal effect; on the % scale 0 is the no-effect control and ±100 the full control effect; nearly all actives have a fitted effect of over 75% in size; some results filed as inactive show a strong effect at the top dose
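MLSMR compounds (23 nl, pin-transferred) preincubated 10 min at room temperature with a 500nM (2x) first reagent, then RGS4 at 900nM (2x) plus Transcreener GDP mix added; fluorescence polarization (620/688 nm) read before and after 90 min at 30 °C.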
LDHA inh: blocks human lactate dehydrogenase A. P00338. purified LDHA, NADH/diaphorase-resazurin fluorescence; hits give low values. activity change, % (values are at about 110 or 230 µM). 480,000 tested, 0.15% active; in the data active means activity change below about -30%; inconclusive means mostly about -25% to -30%;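 further: plate controls were DMSO wells for no effect and wells without enzyme for full effect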
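Human LDH5 (2 nM) was incubated with 0.06 mM NADH and 0.2 mM pyruvate for 5 min at room temperature in Tris pH 7.4. Remaining NADH was coupled through diaphorase/resazurin, and resorufin fluorescence was read at 0 and 20 min.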
Numbers without * were called inactive; ? = inconclusive; . = no result given; & = joins results of further samples; [ ] = remark or other dose. Unless noted, the call rests on the fitted dose curve; in most records, active means well fitted curve in the direction sought with a large enough effect; inconclusive means small, poorly fitted or top-dose-only effect, or another doubt; inactive means no such curve, though single readings can be large; an effect the other way counts as inactive or inconclusive. This is a subset (hit frequency here may not be typical).

The line under a structure holds: ERG Ets-DNA blk | Anesthetic bind | 12-LOX inh | APEX1 inh | Pol beta inh | Pol kappa inh | POLH inh | RGS4 inhibitor | LDHA inh
CCc1cccc(NC(=O)CCS(=O)(=O)c2ccc(Br)cc2)c1
  1% | -6% | -4% | -15% | 7.1µM* | 0% | 25µM* | ? | 0
COc1ccc(NC(=O)Cc2cccs2)cc1S(=O)(=O)N1CCCCC1
  -6% | . | -16% | 8% | . | -4% | -20% | -35% | 5
CCc1ccc(-n2nc(C)c3c(C(=O)N4CCN(c5cccc(Cl)c5)CC4)cc(C)nc32)cc1
  -2% | ? | -62% | . | 7% | -2% | ? | -28% | 1
Clc1ccc(-c2nnc(SCc3cn4ccsc4n3)n2CC2CCCO2)cc1 (stereo not given)
  3% | -7% | 2% | -1% | -1% | -24% | -3% | 20% | -1
O=C1C2N=NN(CC(=O)N3N=C(c4ccccc4)CC3c3ccc([N+](=O)[O-])cc3)C2C(=O)N1c1ccccc1 (stereo not given)
  . | -16% | 6% | -2% | 8% | . | . | . | .
CCn1ccnc1CN(C)Cc1nc(-c2ccc(C(=O)OC)cc2)no1
  -7% | -10% | 21% | -5% | -19% | 2% | -8% | -12%[56.9 µM] | -2
CCOc1ccc(CN2CCc3nc(N4CCN(c5ncccn5)CC4)ncc3C2)cc1OC
  3% | 13% | ? | . | 0% | -6%[60.1 µM] | -4% | -3% | -3
C/C(Cl)=C/Cn1c(NCCN(C)C)nc2c1c(=O)n(C)c(=O)n2C
  3% | 0% | 0% | -11% | 30% | 2% | -9% | -35% | 3
COc1ccccc1N1CCN(CC(=O)Nc2c(C)n(C)n(-c3ccccc3)c2=O)CC1
  17% | -5% | ? | -11% | 8% | -6% | -19% | 9% | ?
COCCNCCCCOc1c(Cl)cc(C)cc1Br
  2% | -13% | ? | 0% | 20% | 8% | 0% | -11% | -10
Cc1onc(-c2c(F)cccc2Cl)c1C(=O)NNC(=O)C1CCN(Cc2ccccc2)CC1
  8% | -3% | -7% | 1% | 40% | 0% | -16% | -12% | -2
Cc1c(CCC(=O)NCCCN2CCCC2=O)c(=O)oc2c(C)c(O)ccc12
  -4% | . | 22% | 33% | 18% | 1% | 0% | -8% | -1
Brc1ccc(-c2nnc(-c3cccnc3)o2)cc1
  0% | . | 401%[activator] | . | . | 2% | 0% | -4% | -13
CCC(=O)Nc1ccc2nc(C3CC3)n(Cc3ccc(C(C)(C)C)cc3)c(=O)c2c1
  -2% | -4% | 13% | 0% | -17% | 7% | -7% | -88%[56.9 µM] | -1
CC(=O)NC(CC(=O)Nc1ccc(S(=O)(=O)N2CCCC2)cc1)c1ccccc1 (stereo not given)
  -5% | -11% | ? | 12% | 19% | -4% | 3% | -17%[56.9 µM] | -3
NN=C1c2ccccc2C(=O)C1C(=O)C(c1ccccc1)c1ccccc1 (stereo not given)
  24% | . | ? | . | . | 22µM* | ? | -49% | -13
O=C(N/N=C/C(Cl)=C\c1ccccc1)c1cnccn1
  3% | -9% | 0% | 8% | 2% | 6% | -5% | -38% | 2
Cc1ccc(S(=O)(=O)N2CC3(C)CN(S(=O)(=O)c4ccc(C)cc4)CC(C)(C2)C3)cc1
  8% | -12% | -3% | 1% | 0% | -6% | -15% | -4% | -3
CC(=O)Nc1ccc(S(=O)(=O)NCC2CCC(C(=O)NC(C)c3ccccc3)CC2)cc1 (stereo not given)
  0% | -12% | -29% | 4% | -6% | -6% | -10% | -10% | -10
CCCCCCCCCCCCC/C=C\[C@@H](O)[C@@H](N)CO
  . | . | ? | 5% | . | -7%[19.4 µM] | . | 437%[activator][56.9 µM] | .

Ten of the compounds above, tab-delimited.
canonical_smiles	ERG Ets-DNA blk	Anesthetic bind	12-LOX inh	APEX1 inh	Pol beta inh	Pol kappa inh	POLH inh	RGS4 inhibitor	LDHA inh
CCc1cccc(NC(=O)CCS(=O)(=O)c2ccc(Br)cc2)c1	1%	-6%	-4%	-15%	7.1µM*	0%	25µM*	?	0
COc1ccc(NC(=O)Cc2cccs2)cc1S(=O)(=O)N1CCCCC1	-6%	.	-16%	8%	.	-4%	-20%	-35%	5
CCc1ccc(-n2nc(C)c3c(C(=O)N4CCN(c5cccc(Cl)c5)CC4)cc(C)nc32)cc1	-2%	?	-62%	.	7%	-2%	?	-28%	1
Clc1ccc(-c2nnc(SCc3cn4ccsc4n3)n2CC2CCCO2)cc1 (stereo not given)	3%	-7%	2%	-1%	-1%	-24%	-3%	20%	-1
O=C1C2N=NN(CC(=O)N3N=C(c4ccccc4)CC3c3ccc([N+](=O)[O-])cc3)C2C(=O)N1c1ccccc1 (stereo not given)	.	-16%	6%	-2%	8%	.	.	.	.
CCn1ccnc1CN(C)Cc1nc(-c2ccc(C(=O)OC)cc2)no1	-7%	-10%	21%	-5%	-19%	2%	-8%	-12%[56.9 µM]	-2
CCOc1ccc(CN2CCc3nc(N4CCN(c5ncccn5)CC4)ncc3C2)cc1OC	3%	13%	?	.	0%	-6%[60.1 µM]	-4%	-3%	-3
C/C(Cl)=C/Cn1c(NCCN(C)C)nc2c1c(=O)n(C)c(=O)n2C	3%	0%	0%	-11%	30%	2%	-9%	-35%	3
COc1ccccc1N1CCN(CC(=O)Nc2c(C)n(C)n(-c3ccccc3)c2=O)CC1	17%	-5%	?	-11%	8%	-6%	-19%	9%	?
COCCNCCCCOc1c(Cl)cc(C)cc1Br	2%	-13%	?	0%	20%	8%	0%	-11%	-10

(next part)
The line under a structure holds: ERG Ets-DNA blk | Anesthetic bind | 12-LOX inh | APEX1 inh | Pol beta inh | Pol kappa inh | POLH inh | RGS4 inhibitor | LDHA inh
CCN=C1Cn2c(nc3scc(-c4ccccc4)c3c2=O)CN1CC
  -16% | -9% | 12% | 8% | 27% | -14% | 6% | -13% | 3
COc1cc(S(=O)(=O)Nc2cccnc2)ccc1Cl
  12% | -11% | -10% | 34% | 46% | -6% | -17% | -21% | -6
CC(=O)N/C(=C\c1ccccc1)C(=O)OCC(=O)NC(C)C12CC3CC(CC(C3)C1)C2 (stereo not given)
  -10% | ? | -8% | 6% | -23% | -20% | -15% | 15% | -1
O=[N+]([O-])c1ccc(/C=N/Nc2ccc3ccccc3c2)o1
  66%[activator] | -22% | 10µM* | -6% | 25% | -10% | 1% | 12%[11.4 µM] | 3
Fc1ccc(OCCOCCN2CCCC2)cc1
  11% | . | -45% | . | . | -1% | -6% | 15% | -11
Cc1cc(C)nc(N(C#N)S(=O)(=O)c2ccccc2Cl)n1
  -5% | 1% | 0% | 5% | -2% | 10% | -9% | -22% | 1
O=C(CN1CCCCC1)NC(=O)NC1CCCCC1
  -12% | . | 408%[activator] | 36% | . | -10% | -1% | 7% | -9
CCC(=O)N1CCc2cc(S(=O)(=O)CCC(=O)Nc3c(C)n(C)n(-c4ccccc4)c3=O)ccc21
  3% | . | 0% | . | . | -6% | -3% | 11% | -3
COc1ccc(CNC(=O)CCC(=O)c2ccc(F)cc2)cc1OC
  -13% | . | 8% | -2% | . | -10% | -18% | -32% | -6
CC(=O)Nc1ccccc1C(=O)N1CC(C)OC(C)C1 (stereo not given)
  -6% | -6% | 2% | -4% | 5% | -24% | -11% | 13% | -3
COCCCNC(=O)CC1C[C@H](C(=O)N(C(C)C)C(C)C)[C@@]2(C)c3[nH]c4ccc(OC)cc4c3CCN2C1=O (stereo not given in full)
  -11% | . | 3% | 6% | . | 5% | -7% | 0% | 0
C=CCNC(=O)c1ccccc1NC(=O)C1CC(=O)N(C(C)C)C1 (stereo not given)
  -1% | 1% | ? | 41% | -6% | -8% | -9% | 6% | -7
O=C(Nc1ncc([N+](=O)[O-])s1)c1ccc2c(c1)OCO2
  -2% | -3% | -20% | 56%[activator][12.4 µM] | ? | -6% | ? | -26% | 1
O=C(O)C1C2CCC(CC2)C1C(=O)N1CCN(Cc2ccc(F)cc2)CC1 (stereo not given)
  -5% | -4% | -20% | 7% | 1% | -17% | -4% | -21% | -11
COc1cccc(/C=C2/NC(=O)NC2=O)c1OCC(=O)Nc1ccccc1
  3% | -1% | 3% | 2% | 1% | -13% | -17% | 7% | -5
O=C1C=CC(=O)N1c1ccc2c(c1)Cc1cc(F)ccc1-2
  1% | . | -12% | . | . | 3% | -17% | ? | -7
Cc1nnc(SC(C(=O)Nc2cc(Cl)cc(Cl)c2)c2ccccc2)[nH]c1=O (stereo not given)
  2% | -10% | ? | ? | 21% | -4% | -3% | 27%[56.9 µM] | 3
Cc1ccc(S(=O)(=O)N2CCOCC2)cc1C(=O)OCC(=O)N1CCc2ccccc2C1
  2% | -9% | -27% | -6% | 5% | -6% | -23% | -11% | 4
O=[N+]([O-])c1cc(CN2CCC(O)CC2)ccc1Cl
  7% | -2% | ? | -1% | ? | -10% | -7% | -27% | -10
CCCOc1ccc(-c2nc(C#N)c(N3CCN(CC)CC3)o2)cc1
  -6% | -23% | ? | 1% | 16% | -7% | -7% | -16% | -1&-13
Cc1onc(-c2ccccc2)c1C(=O)N1CCCC1
  14% | -1% | 482%[activator] | 55%[activator] | 7% | -3% | -4% | 1% | 0
